# Screens as filed in PubChem.
# GSK3A inh – blockers of GSK3A enzyme activity – biochemical, luminescence, cell-free homogeneous, HTS, primary screen; Glycogen synthase kinase-3 alpha (Homo sapiens), P49840; actives 0.1% (n = 320,000); GSK-3 alpha kinase, ADP-Glo luminescence, 60 min; inhibition, % at 10 µM;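 in the data active = inhibition above about 50%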;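 note: GST-tagged GSK-3 alpha with peptide substrate and 25 µM ATP; 0% = DMSO neutral wells and 100% = GW8510 positive control wells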
# Target sequence (P49840 whole entry, looked up): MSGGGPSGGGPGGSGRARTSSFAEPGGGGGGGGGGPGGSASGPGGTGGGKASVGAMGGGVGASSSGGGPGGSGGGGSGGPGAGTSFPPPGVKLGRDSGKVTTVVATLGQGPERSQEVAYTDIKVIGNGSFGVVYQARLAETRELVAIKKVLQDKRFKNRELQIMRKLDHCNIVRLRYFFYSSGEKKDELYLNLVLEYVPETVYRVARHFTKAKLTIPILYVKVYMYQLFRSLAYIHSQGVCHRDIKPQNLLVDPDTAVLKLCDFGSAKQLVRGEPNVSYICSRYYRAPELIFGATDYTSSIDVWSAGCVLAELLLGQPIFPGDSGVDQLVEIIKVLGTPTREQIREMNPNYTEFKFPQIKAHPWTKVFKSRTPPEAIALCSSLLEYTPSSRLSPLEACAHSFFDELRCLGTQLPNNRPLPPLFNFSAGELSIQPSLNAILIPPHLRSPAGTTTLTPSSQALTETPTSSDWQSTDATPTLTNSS
# KLF5 inh – KLF5 expression inhibitors, primary screen, DLD-1 cells, luminescence; DLD-1 KLF5 promoter-luciferase reporter; inhibition, % at 5 µM; AID 1700, 2009; actives 0.23% (n = 290,000);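 active = inhibition above a per-plate limit of that plate's mean compound inhibition plus 3 SD, cut at about 60% in these data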;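 note: 0% = DMSO wells and 100% = LY294002 at 200 µM; higher means less KLF5 promoter-driven luciferase light; inactives centre near -14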
# Dyrk1A ADPGlo – rat Dyrk1A kinase inhibitors, primary screen, biochemical, single point, plate reader; inhibition, % at 12.5 µM; actives 0.43% (n = 310,000); ADP-Glo luminescence, NFATc1 peptide; in the data active = inhibition above about 50%;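 note: plate controls were vehicle with enzyme for no effect and no enzyme for full effect; many of its hits are not listed in these tables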
# HSF1 activator – HSF-1 activators, primary screen, NIH3T3-HGL cells, MG132 stress, luminescence, single point; NIH3T3-HGL HSF-1 luciferase reporter, 8 h; 100% = twice DMSO control signal; activation, % at 9 µM; AID 504408, 2011; actives 1.7% (n = 300,000);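 active = mean replicate activation of at least 50% with a set share of replicates each reaching 50%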;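 note: 0% = median of the neutral control wells and 100% = twice that signal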
# HSF1 inhib – HSF1 inhibitors in luciferase reporter cells, primary screen, cell-based, NIH3T3, luminescence; NIH3T3-HGL HSE-luciferase, MG132-induced, luminescence 8 h; hits give low values; activity change, negative = inhibition, % at 7.5 µM (by protocol); actives 0.77% (n = 300,000); AID 2098, 2009;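 active = more than half of replicate wells show activity change below -50%, luminescence cut by over half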;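 note: luciferase reports HSF-1 transcriptional activity via heat shock element; 0% = median of DMSO wells and -100% = zero luminescence signal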
# aSyn 5UTR inh – MLPCN primary screen, SNCA 5' untranslated region | alpha-synuclein 5'UTR reporter, inhibitor activity | AID 1813, 2009 | inhibition, % (tested at 7.5 µM) | actives 0.82% (n = 300,000); in the data active = inhibition above about 60%;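 note: H4 neuroglioblastoma cells stably carrying SNCA 5'UTR luciferase fusion; 0% = DMSO wells and 100% = positive control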
# Platelet DG rel – inhibitors of platelet dense granule secretion, primary screen, cell-based, MLPCN, human platelets; human platelet-rich plasma, SFLLRN dense granule ATP release, luminescence; inhibition, %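 (compounds screened at 7.5 µM in platelet-rich plasma)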; actives 0.22% (n = 300,000); AID 1663, 2009;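 active = mean replicate score, as percent of positive control, at or above 50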
# GSK3beta inhib – human GSK3beta kinase inhibitors, primary screen, biochemical, cell-free homogeneous, HTS; actives 0.038% (n = 300,000); AID 2097, 2009; Glycogen synthase kinase-3 beta (Homo sapiens), P49841; activity score (negative = inhibition), % at 10 µM; GST-GSK3beta kinase, ADP-Glo luminescence, 60 min; hits give low values;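 active = more than half of replicate wells score below -50%, meaning over 50% inhibition versus plate controls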;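 note: 0% = median DMSO wells and -100% = median GW8510 positive control wells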
# Target sequence (P49841 whole entry, looked up): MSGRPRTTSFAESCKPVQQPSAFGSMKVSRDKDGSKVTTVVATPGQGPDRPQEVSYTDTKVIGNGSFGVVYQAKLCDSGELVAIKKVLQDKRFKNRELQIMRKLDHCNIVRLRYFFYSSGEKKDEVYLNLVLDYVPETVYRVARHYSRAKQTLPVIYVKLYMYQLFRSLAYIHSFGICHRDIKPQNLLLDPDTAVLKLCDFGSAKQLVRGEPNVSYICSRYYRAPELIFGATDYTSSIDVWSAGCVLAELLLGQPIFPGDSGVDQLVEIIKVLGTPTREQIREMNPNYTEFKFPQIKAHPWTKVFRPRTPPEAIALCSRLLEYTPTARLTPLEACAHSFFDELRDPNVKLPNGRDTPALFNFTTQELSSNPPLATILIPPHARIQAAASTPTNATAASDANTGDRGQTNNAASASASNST
#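 Assay system: GST-fused GSK3beta enzyme, cell-free / Medium: Tris pH 7.5 buffer with MgCl2, DTT, BSA, heparin / Also added: peptide substrate plus 25 µM ATP (final) / Compound: 10 µM single point / Timing: kinase reaction with compound 60 min at room temperature / Detection: ADP-Glo luminescence / Benchmarks: DMSO neutral wells and GW8510 at 20 µM as positive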
# IEC-6 cytotox – cytotoxicity in IEC-6 intestinal epithelial cells, primary screen, cytotoxicity control for KLF5 inhibitor project, cell-based, luminescence | IEC-6 cytotoxicity, luminescence viability | inhibition, % at 5 µM | actives 0.78% (n = 290,000) | AID 1825, 2009; in the data active = inhibition above about 22%;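 note: 0% = plate median of test compound wells and 100% = cytotoxic reference compound wells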
# HSP90 refold inh – HSP90 inhibitors, primary screen, cell lysate, luminescence; Heat shock protein HSP 90 (rabbit reticulocyte lysate; luciferase refolding); inhibition, % at 5.6 µM; actives 0.91% (n = 290,000); Rabbit reticulocyte lysate, luciferase refolding luminescence, 3 h;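 active = inhibition above the screen-wide mean plus 3 SD, computed separately per campaign, cut at about 16% in these data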;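 note: 0% = DMSO wells and 100% = 60 µM geldanamycin wells; inhibitors lower the luminescence because luciferase stays unfolded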
# The depositor's hits bear a star; . = no result given; & = joins results of further samples. An excerpt (hit frequency here may not be typical).
cpd	compound	GSK3A inh	KLF5 inh	Dyrk1A ADPGlo	HSF1 activator	HSF1 inhib
1	Cc1ccc(Cc2nc(-c3ccccn3)no2)cc1	0	-84	-5	13	8
2	COc1ccc(-c2noc(C3CCCN(C(=O)CCc4ccccc4)C3)n2)cc1 (centres undefined)	-2	-17	-4	16	3
3	Cc1cccc(NC(=O)Cn2cnc(S(=O)(=O)N3CCCC3)c2)c1C	-1	-3	-6	1	2
4	CN(NS(C)(=O)=O)c1ncc(C(F)(F)F)cc1Cl	-4	-2	1	-1	6
5	O=S1(=O)CC(NCc2ccccc2)C(Nc2ccccc2)C1 (centres undefined)	0	-11	3	13	2
6	COc1cccc(N2CCN(Cc3nc(N)nc(N4CCCc5ccccc54)n3)CC2)c1	-1	16	-1	-6	-2
7	CCCc1cc(=O)[nH]c(Nc2ccc(O)cc2)n1	4	-9	19	-7	-12
8	CCn1c2ccccc2c2nnc(SCC(=O)N(C)C3CCS(=O)(=O)C3)nc21 (centres undefined)	0	-17	1	1	-9
9	CC(C)(C)OC(=O)NCc1ccc(NC(=O)c2nc[nH]c2C(=O)N[C@@H](Cc2ccccc2)C(=O)OCc2ccccc2)cc1	-3	.	0	12	6
10	CCN(Cc1ccccc1)C(=S)Nc1cc(C(=O)OC)ccc1C(=O)OC	0	3	-1	6	2
11	Cc1c(C(=O)N2CCC(C)CC2)sc2ncnc(N3CCN(c4ccccc4)CC3)c12	.	9	4	6	-1
12	FC(F)(F)c1ccccc1NC(=S)N1CCN(c2ncccn2)CC1	1	-39	9	-9	-2

cpd	aSyn 5UTR inh	Platelet DG rel	GSK3beta inhib	IEC-6 cytotox	HSP90 refold inh
1	-95	4	0	2	5
2	-5	11	0	-6	0
3	-5	11	7	0	2
4	1	3	2	4	-2
5	23	-3	-3	6	-1
6	-3	-21	1	-4	6
7	5	2	-1	4	0
8	9	0	4	-6	-3
9	-11	1	1	.	.
10	5	-5	-7	1	1
11	10	25	-1	-4	-2
12	34	-2	2	-4	-3

# (list continues)
cpd	compound	GSK3A inh	KLF5 inh	Dyrk1A ADPGlo	HSF1 activator	HSF1 inhib
13	Cc1cccnc1NC(=O)c1ccc2c(c1)OCCO2	-2	.	0	15	10
14	Cc1noc(C)c1C(=O)Nc1c(F)cc(F)cc1Br	-1	-1	0	-12	-3
15	CC(C)CCC(CC(C)O)C(=O)NNC(=S)Nc1ccccc1 (centres undefined)	1	2	4	0	-3
16	COc1ccccc1NS(=O)(=O)c1cc(NC(=O)c2sccc2C)ccc1N1CCOCC1	0	-5	9	45	16
17	CCOc1ccc(CCNC(=O)c2ccc3nc(N4CCOCC4)sc3c2)cc1OCC	-1	-3	-1	-3	-6
18	Cc1ccc(N2CC(C(=O)NCCC(C)C)CC2=O)cc1 (centres undefined)	0	2	-1	13	-6
19	O=C(CCc1ccccc1)c1c(O)cc(O)cc1O	13	.	34	-9	-3
20	Cc1ccc(Nc2nc3ccccc3nc2-n2nc(C)cc2C)cc1	-1	-20	-1	-3	-4
21	Cc1cc(C)n(-c2ncc(-c3ccccc3)nn2)n1	.	-28	-7	15	6
22	CC(NC(=O)CNC(=O)c1sc2ccccc2c1Cl)c1ccc(S(N)(=O)=O)cc1 (centres undefined)	-1	.	10	0	0
23	C=CCn1c(SCn2nnc3ccccc3c2=O)nnc1C1CCCCC1	-2	-8	2	5	-2
24	O=C(CSc1nnc2scc(-c3ccccc3)n12)Nc1ccc2c(c1)OCCO2	2	-35	8	-8	-5

cpd	aSyn 5UTR inh	Platelet DG rel	GSK3beta inhib	IEC-6 cytotox	HSP90 refold inh
13	-172	3	-4	.	.
14	18	-5	1	1	-2
15	-17	8	1	0	1
16	-7	7	-1	4	2
17	13	-1	1	2	1
18	12	-4	-1	0	0
19	-6	-4	-8	.	.
20	16	-5	1	6	0
21	-69	1	1	-3	-3
22	12	6	-4	.	.
23	-2	-38	1	-1	0
24	25	-3	-3	-7	-1

# Some values from the results shown:
# O=C(CCc1ccccc1)c1c(O)cc(O)cc1O in GSK3A inh → 13
# Cc1cc(C)n(-c2ncc(-c3ccccc3)nn2)n1 in aSyn 5UTR inh → -69

# Next section
cpd	compound	GSK3A inh	KLF5 inh	Dyrk1A ADPGlo	HSF1 activator	HSF1 inhib
25	Cc1cc(O)c(C2(O)C(=O)Nc3cc(Br)ccc32)cc1C (centres undefined)	-1	-8	4	6	-4
26	Cn1c(=O)n(C)c2cc([N+](=O)[O-])c(N3CCN(S(C)(=O)=O)CC3)cc21	1	-29	4	6	-4
27	Clc1nc(NCc2cccnc2)nc(N2CCOCC2)n1	5	-19	-1	-5	-4
28	CCCSc1ccc(-c2nn(-c3ccccc3)cc2/C=C(/C#N)C(=O)NCCCOC)cc1	-1	-12	7	0	-10
29	O=C(CN1CCN(Cc2ccc(F)cc2Cl)C1=O)NCCc1ccccc1	-3	-22	2	1	-1
30	Cc1cc2c(cc1S(=O)(=O)CCC(=O)NC1CCC(C)CC1)OCC(=O)N2 (centres undefined)	1	-13	-3	4	-8
31	CN(CC(=O)Nc1ccc(S(N)(=O)=O)cc1)C1CCCCC1	-1	4	-4	-8	4
32	CCOC(=O)c1c(N)sc(C(=O)N(C)C)c1C	4	21	-8	7	-2
33	CCc1ccc(C(=O)/C=C/Nc2ccc(S(=O)(=O)Nc3cnc4ccccc4n3)cc2)cc1	1	-5	3&-1	-6	1
34	Cc1cnc(NC(=O)/C=C/c2ccc(Br)o2)s1	-3	-65	-9	26	19
35	Cc1ccnc(NS(=O)(=O)c2ccc(NC(=O)c3ccc(S(=O)(=O)N(C)C)cc3)cc2)n1	-2	-13	-4	12	2
36	C1=CC2CCC1ON2c1ccccc1 (centres undefined)	0	-19	1	14	3

cpd	aSyn 5UTR inh	Platelet DG rel	GSK3beta inhib	IEC-6 cytotox	HSP90 refold inh
25	5	2	-6	-3	2
26	-4	-13	3	-4	-1
27	-9	0	-1	-7	1
28	33	-5	3	-13	0
29	-25	16	2	0	0
30	13	-3	1	-1	4
31	15	-14	4	0	-1
32	-1	-3	1	-1	0
33	6	0	-5	5	1
34	-106	2	-4	-2	-2
35	0	0	-4	-4	-2
36	31	-11	2	4	0

# Other results.
cpd	compound	GSK3A inh	KLF5 inh	Dyrk1A ADPGlo	HSF1 activator	HSF1 inhib
37	CCN(CC)c1ccc(/C=N/NC(=O)C2CC2)cc1	0	-54	-2	6	2
38	CN(C)C(=O)c1cc(C(=O)c2ccc(C(F)(F)F)cc2)c[nH]1	-4	-94	3	11	11
39	Cc1nc(Cl)c2c(n1)N(CC(N)=O)C(=O)CO2	-1	-23	-3	-11	-4
40	Cc1cccc(NCCC(=O)c2ccc(Br)cc2)c1	12	-2	3	2	5
41	COc1cccc(CNC(=O)Cn2ccc3cc(S(=O)(=O)N4CCCC4)ccc32)c1OC	.	-14	-1	8	3
42	Cc1ccccc1CS(=O)(=O)CCC(=O)NCCCN1CCOCC1	-5	-42	2	-11	-2
43	O=C(NC1CCCCC1)NC1CC2CCC(C1)N2C(=O)NCc1ccccc1 (centres undefined)	-2	-11	.	0	9
44	COc1ccc(NC(=O)CSc2nnc(C3CC3)n2N)cc1	-1	11	-1	-6	3
45	CC(C)Oc1ccc(C(=O)Nc2ccccc2N2CCCC2)cc1	-3	-12	2	-9	0
46	CCOC(=O)N1CCN(Cc2cccs2)CC1	-3	-9	-2	.	.
47	Cc1ccc2c(CC(=O)OCC(=O)Nc3ccc(Cl)cn3)coc2c1	-1	-1	-4	-9	-5
48	CC1CCC(C(C)C)C(OC(=O)C[n+]2cc(-c3ccc(Cl)cc3)n3c2CCCCC3)C1 (centres undefined)	8	21	-1	-4	-7

cpd	aSyn 5UTR inh	Platelet DG rel	GSK3beta inhib	IEC-6 cytotox	HSP90 refold inh
37	-62	-3	-2	9	3
38	-151	-6	1	-3	-2
39	-2	-3	0	4	0
40	-94	1	-2	3	1
41	-10	0	-3	-1	-3
42	-10	8	-1	1	0
43	10	-3	5	-7	-4
44	-46	-1	3	-2	-3
45	-4	7	1	-5	9
46	-3	-12	-2	3	-1
47	-4	1	-4	6	6
48	-12	-1	-1	5	12

# (more compounds)
cpd	compound	GSK3A inh	KLF5 inh	Dyrk1A ADPGlo	HSF1 activator	HSF1 inhib
49	CCN1CCN(c2nc(N)c([N+](=O)[O-])c(Nc3cccc(C)c3)n2)CC1	0	-2	3	0	-11
50	C/C(=N\NC(=O)C1CC1)c1ccc(OC(F)F)cc1OC(F)F	-1	-13	4	13	1
51	COC(=O)/C(C#N)=C/c1cc(C)sc1C	-2	7	.	-8	-1
52	Oc1ccccc1C(=S)N1CCN(C(=S)c2ccccc2O)CC1	-2	6	-6	-7	-2
53	CC1(OC(=O)c2ccc(Cl)nc2)C(=O)C=C2C=C(c3ccsc3)OC=C2C1=O (centres undefined)	-3	.	.	1	-6
54	Cc1cc(C(=O)O)c(S(C)(=O)=O)s1	-2	9	3	31	-8
55	COC(=O)C(c1ccccc1)C(C(=O)OC)c1ccccc1 (centres undefined)	0	-21	1	-11	-4

cpd	aSyn 5UTR inh	Platelet DG rel	GSK3beta inhib	IEC-6 cytotox	HSP90 refold inh
49	27	-49	3	9	-4
50	0	16	3	3	0
51	-9	3	-9	0	3
52	-3	-4	0	11	9
53	-13	2	2	.	.
54	16	-4	-5	5	2
55	17	4	0	-12	1

# 6 compounds already listed, sorted by the number in HSP90 refold inh, descending.
entry	SMILES	GSK3A inh	KLF5 inh	Dyrk1A ADPGlo	HSF1 activator	HSF1 inhib	aSyn 5UTR inh	Platelet DG rel	GSK3beta inhib	HSP90 refold inh
52	Oc1ccccc1C(=S)N1CCN(C(=S)c2ccccc2O)CC1	-2	6	-6	-7	-2	-3	-4	0	9
51	COC(=O)/C(C#N)=C/c1cc(C)sc1C	-2	7	.	-8	-1	-9	3	-9	3
54	Cc1cc(C(=O)O)c(S(C)(=O)=O)s1	-2	9	3	31	-8	16	-4	-5	2
55	COC(=O)C(c1ccccc1)C(C(=O)OC)c1ccccc1 (centres undefined)	0	-21	1	-11	-4	17	4	0	1
50	C/C(=N\NC(=O)C1CC1)c1ccc(OC(F)F)cc1OC(F)F	-1	-13	4	13	1	0	16	3	0
49	CCN1CCN(c2nc(N)c([N+](=O)[O-])c(Nc3cccc(C)c3)n2)CC1	0	-2	3	0	-11	27	-49	3	-4
